M. tuberculosis HTS – M. tuberculosis growth inhibition, HTS (AID 449762); M. tuberculosis H37Rv growth inhibition, 7H9 media; higher % means a stronger effect; inhibition, % at 25 µM; hits with a dose series show IC50 in µM; 330,000 compounds, 0.59% hits; in the data active = a potency from the dose series; inconclusive = inhibition above about 70% without an active follow-up result;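 also: bacterial growth assessed after seven days of incubation; strong numbers were not always called active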
Salmonella PhoP GFP – PhoP regulon inhibitors, Salmonella typhi PhoP promoter GFP reporter, confirmatory (AID 1850); Salmonella Typhi PhoP-promoter GFP reporter, fluorescence, 4 h; higher % means a stronger effect; 310,000 compounds, 0.33% hits; one-dose inhibition, % at 50 µM; IC50 in µM for titrated hits; in the data active = a potency from the dose series; inconclusive = inhibition mostly from about 25% at the one dose, without a potency; inactive = the rest, 99 in 100 with inhibition below about 19%;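 also: 0% = induced wells with vehicle and 100% = uninduced wells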
inhibitors of VEEV – inhibitors of VEEV TC-83 cytopathic effect, confirmation, Vero cells (AID 588727); Vero cells, VEEV TC-83 cytopathic effect inhibition; higher % means a stronger effect; 350,000 compounds, 0.13% hits; inhibition, % at 20 µM; hits with a dose series show IC50 in µM; in the data active = a potency from the dose series; inconclusive = inhibition mostly from about 14% at the one dose, without a potency; inactive = the rest, 99 in 100 with inhibition below about 12%; also: strong numbers were not always called active
H1N1 NS1A inhibition – H1N1 influenza NS1A inhibitors, functional cell based assay (AID 504329); inhibition, % at 12.5 µM; hits with a dose series show IC50 in µM; 340,000 compounds, 0.3% hits; NS1A functional cell-based assay, percent inhibition; higher % means a stronger effect; in the data active = a potency from the dose series; inconclusive = inhibition above about 27% without an active follow-up result; also: strong numbers were not always called active
M. tuberculosis – growth inhibition of non-replicating M. tuberculosis (AID 488890); Mycobacterium tuberculosis non-replicating, growth inhibition; higher % means a stronger effect; 320,000 compounds, 0.39% hits; inhibition, % at 25 µM, or IC50 in µM where a hit was titrated; in the data active = a potency from the dose series; inconclusive = inhibition mostly from about 82% at the one dose, without a potency; inactive = the rest, 99 in 100 with inhibition below about 76%;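 also: plate controls were DMSO cells for no effect and high antibiotic wells for full effect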
inhibitors of VEEV 10K pilot screen – also measured in inhibitors of VEEV; calls as there; inhibition, %; measured here: 10K pilot screen inhibition
Active calls of the source: *; i = inactive; ? = inconclusive; / = not tested or not shown.

SMILES	M. tuberculosis HTS	Salmonella PhoP GFP	inhibitors of VEEV	H1N1 NS1A inhibition	M. tuberculosis	others
Cc1nn(Cc2ccc(F)cc2)c(C)c1NC(=O)c1noc2c1CCCCC2	-9%	12%	2.4%	4%	7%
CC(=O)NC1=NC(=O)/C(=C/N2CCCCC2)S1	2%	21%	2.7%	-1%	13%
C[N+]1(CC(O)COCC2COc3ccccc3O2)CCOCC1 (stereo unspecified)	6%	7%	0.4%	-11%	4%
CC1CCCN(C(=O)Cn2c(-c3nonc3N)nc3ccccc32)C1 (stereo unspecified)	1%	5%	1.6%	9%	14%
CS(=O)(=O)NCCSCc1c(Cl)cccc1Cl	-1%	7%	i	18%	-4%
CCOc1cc(NC(=S)NCC2CCCO2)c(OCC)cc1NC(=O)CC (stereo unspecified)	6%	-17%	2.6%	-3%	19%
c1ccc2cc(Sc3ncnc4c3oc3ccccc34)ccc2c1	13%	9%	i	15%	4%
CC[C@H]1OC(=O)[C@H](C)[C@@H](O[C@H]2C[C@@](C)(OC)[C@@H](O)[C@H](C)O2)[C@H](C)[C@@H](O[C@@H]2O[C@H](C)C[C@H](N(C)C)[C@H]2O)[C@](C)(O)C[C@@H](C)C(=NOCOCCOC)[C@H](C)[C@@H](O)[C@]1(C)O	?	-2%	2.7%	-5%	60%
CCCCSc1c(C)c2cc3c(cc2[nH]c1=O)OCO3	4%	0%	1.1%	2%	4%
O=C(CCn1cnc2ccccc2c1=O)Nc1nc(-c2ccc(Br)cc2)cs1	5%	-1%	0.1%	-2%	-1%
Cc1nc2ccccc2c(=O)n1NC(=O)c1ccc(F)cc1Cl	6%	-12%	2.0%	2%	-6%
CCOc1ccc(/C=C2\CCc3ccccc3C2=O)cc1	5%	3%	0.8%	-10%	36%
CCc1ccc(NC(=O)CSc2nncn2-c2cccnc2)cc1	2%	0%	2.6%	11%	18%
COc1ccccc1CC(NC(C)=O)C(=O)NC1CCN(C(=O)Nc2ccccc2F)CC1 (stereo unspecified)	9%	4%	0.8%	-25%	8%
CCOc1ccc2nc(NC(=S)N(C)C)sc2c1	?	-5%	2.6%	-9%	?
COC(=O)c1cc2occc2n1Cc1nc(-c2ccccc2F)oc1C	8%	0%	0.5%	-7%	4%
CC(=O)Nc1cccc(NC(=O)Nc2cccc(F)c2)c1	1%	-5%	2.4%	22%	2%
O=C(/C=C/c1ccc2c(c1)OCO2)NCCSCc1ccc(Cl)cc1	-1%	-8%	2.5%	-10%	24%
CCN1CCN(S(=O)(=O)c2cccc(S(=O)(=O)N3CCOCC3)c2)CC1	2%	-8%	0.9%	2%	2%	inhibitors of VEEV 10K pilot screen=1.0
COCCN1C(=O)C(=O)/C(=C(/O)c2ccc(S(=O)(=O)N3CCOCC3)cc2)C1c1ccc(O)c(OC)c1 (stereo unspecified)	2%	4%	0.8%	-2%	-10%
COc1ccc(/C(N)=N/OC(=O)CSc2ccc(C)cc2)cc1OC	-2%	-9%	i	-8%	28%
CCCCn1c(SCC(=O)c2ccc3c(c2)NC(=O)CO3)nc2cc(S(N)(=O)=O)ccc21	7%	7%	5.5%	-4%	20%
O=[N+]([O-])c1ccc(COc2cccc(CNc3ccc(F)cc3)c2)cc1	69%	-10%	i	-1%	70%
CC(=O)N(C)C(c1ccc(N(C)C)cc1)c1nnnn1-c1c(C)cccc1C (stereo unspecified)	10%	-9%	0.8%	4%	-12%
CCOC(=O)C(NCc1ccc2c(c1)OCO2)(NC(=O)CC)C(F)(F)F (stereo unspecified)	13%	-3%	0.8%	8%	8%

3 entries drawn at random from the list so far:
SMILES	M. tuberculosis HTS	Salmonella PhoP GFP	inhibitors of VEEV	H1N1 NS1A inhibition	M. tuberculosis	others
CC(=O)Nc1cccc(NC(=O)Nc2cccc(F)c2)c1	1%	-5%	2.4%	22%	2%
COCCN1C(=O)C(=O)/C(=C(/O)c2ccc(S(=O)(=O)N3CCOCC3)cc2)C1c1ccc(O)c(OC)c1 (stereo unspecified)	2%	4%	0.8%	-2%	-10%
CCOc1ccc(/C=C2\CCc3ccccc3C2=O)cc1	5%	3%	0.8%	-10%	36%

In the list so far, 2 contain a furan ring, fused or not:
SMILES	M. tuberculosis HTS	Salmonella PhoP GFP	inhibitors of VEEV	H1N1 NS1A inhibition	M. tuberculosis	others
c1ccc2cc(Sc3ncnc4c3oc3ccccc34)ccc2c1	13%	9%	i	15%	4%
COC(=O)c1cc2occc2n1Cc1nc(-c2ccccc2F)oc1C	8%	0%	0.5%	-7%	4%

The listing picks up, repeating the two entries before the break.
SMILES	M. tuberculosis HTS	Salmonella PhoP GFP	inhibitors of VEEV	H1N1 NS1A inhibition	M. tuberculosis	others
CC(=O)N(C)C(c1ccc(N(C)C)cc1)c1nnnn1-c1c(C)cccc1C (stereo unspecified)	10%	-9%	0.8%	4%	-12%
CCOC(=O)C(NCc1ccc2c(c1)OCO2)(NC(=O)CC)C(F)(F)F (stereo unspecified)	13%	-3%	0.8%	8%	8%
COc1ccc(C2C(C(=O)Nc3ccc(F)cc3)=C(C)Nc3nc(CCCO)nn32)cc1 (stereo unspecified)	0%	-6%	0.3%	1%	14%
CC(O)CCc1nc2ccc(C(=O)O)cc2[nH]1 (stereo unspecified)	4%	6%	i	-4%	-11%
Cc1nnc(-c2cccc(Br)c2)c2cn(-c3ccccc3Cl)nc12	17%	-2%	7.7%	9%	56%
Cc1ccc(S(=O)(=O)N2CCCC(C(=O)O)C2)s1 (stereo unspecified)	-3%	-14%	1.9%	-3%	2%
COCCNC(=O)CN1N=C(c2ccc(OC)cc2)CCC1=O	-6%	-1%	i	-15%	-17%
O=C(CSc1nnc(CN2CCOCC2)n1-c1ccccc1)Nc1ccc(Cl)cc1	0%	-6%	i	-4%	8%
COC(=O)c1c(C)oc(C)c1S(=O)(=O)N1CCCCC1	-7%	10%	0.7%	9%	-8%
Cc1cccc(/C=N/NC(=O)C[n+]2ccccc2)c1	/	/	3.8%	-7%	/
Oc1cccc(C2c3[nH]c4ccccc4c3CCN2Cc2cnn(-c3ccccc3)c2)c1 (stereo unspecified)	19%	-11%	7.0%	10%	44%
Cc1ccc(S(=O)(=O)NC(=O)c2ccc(-c3ccc(-c4ccccc4)cc3)o2)c(C)c1	17%	-33%	/	/	48%
N#Cc1cc2cc3c(cc2nc1SCC(=O)N1CCOCC1)OCO3	5%	-1%	0.8%	14%	-12%
Cn1c(=O)c(=O)n(C)c2cc(S(=O)(=O)CCC(=O)N3CCCCC3)ccc21	-4%	-5%	1.6%	3%	-14%
CCOC(=O)CSc1ncc(OC)c(Sc2ccc(Cl)cc2)n1	1%	-2%	0.7%	-4%	?
Cc1ccccc1OCC(=O)N1N=C(C(F)(F)F)CC1(O)C(C)(C)C (stereo unspecified)	4%	2%	5.0%	-7%	30%
CC(C)NC(=O)Nc1cccc2c1O[C@@H](CN(C)S(=O)(=O)c1ccc(F)cc1)[C@@H](C)CN([C@H](C)CO)C2=O	-7%	/	0.0%	1%	22%
Cc1cc(C)n(C2CCCCC2OC(=O)c2ccccc2F)n1 (stereo unspecified)	-8%	3%	3.7%	0%	-11%
COc1cc(C2C3C(=O)N(Cc4ccccc4)C(=O)C3ON2c2ccccc2)cc(OC)c1OC (stereo unspecified)	/	/	1.2%	0%	/
COCCN(Cc1cc2cc(C)ccc2n2nnnc12)C(=S)Nc1ccc(OC)cc1	/	/	i	-6%	/
COc1ccc(C)cc1NC(=O)c1ccc(NS(=O)(=O)c2cccc3cccnc23)cc1	1%	3%	9.3%	19%	11%
Cc1cc(C)c(NC(=O)C(C)c2cccc(C(=O)c3ccccc3)c2)c(C)c1 (stereo unspecified)	-7%	-4%	0.7%	-7%	-3%
Cn1c2ccccc2c(=O)c2c(=O)n(C3CCCCC3)c(-c3ccco3)nc21	1%	-2%	8.8%	1%	?
O=S(=O)([N-]c1nc2ccccc2nc1-[n+]1ccccc1)c1ccccc1	-3%	1%	i	0%	4%
COc1ccccc1N1CCN(C(c2ccc(Cl)cc2)c2nnnn2C(C)(C)C)CC1 (stereo unspecified)	2%	11%	1.0%	-9%	54%
CC(=O)C1=C(O)C(=O)N(c2nccs2)C1c1ccccc1F (stereo unspecified)	9%	-5%	i	-1%	2%
COc1cccc(C(=O)NCCOc2cc(C)cc(C)c2)c1	2%	13%	0.3%	-1%	12%

Other records follow.
SMILES	M. tuberculosis HTS	Salmonella PhoP GFP	inhibitors of VEEV	H1N1 NS1A inhibition	M. tuberculosis	others
O=C(OCCN1CCCCC1)c1ccccc1F	-2%	1%	0.8%	-1%	-21%
O=C(C1CCCN(S(=O)(=O)c2ccc(Cl)cc2)C1)N1CCCC1 (stereo unspecified)	-1%	1%	1.8%	4%	-7%
O=C(CSc1ccc(-c2ccco2)nn1)N1CCCC1	3%	6%	0.9%	9%	-1%
CCc1c(O)nc(SCc2nc3ccccc3c(=O)[nH]2)[nH]c1=O	-6%	4%	i	-4%	-13%
COc1cc2cc(Oc3ccc4ccc(=O)oc4c3)c(=O)oc2cc1O	-4%	5%	3.0%	-1%	-22%
O=C(Nc1ccc(F)cc1)c1sc2cc(C(F)(F)F)cnc2c1-c1cccs1	6%	-3%	i	3%	2%
Nc1cccc(O)c1	-10%	/	1.1%	3%	-14%
Cc1ccc(NC(=O)c2cnc3ccccc3n2)cc1C	-5%	1%	2.2%	17%	24%
CC(C)[C@H](NC(=O)Nc1cccc(C(F)(F)F)c1)C(=O)O	-4%	-5%	i	6%	-15%
CC(C)(C)c1ccc(-c2nnc(N)o2)cc1	-1%	5%	i	-21%	10%
CCC1CCCCN1CCCNC(=O)CCC(=O)N1CCOc2ccccc21 (stereo unspecified)	-7%	1%	0.5%	3%	-21%
O=C(CN1C(=O)NC2(CCCCC2)C1=O)N1CCN(S(=O)(=O)c2ccc(Cl)s2)CC1	-13%	/	2.8%	-8%	10%
CCC(C)NS(=O)(=O)c1ccc(OCC(=O)N2CCCC2)cc1 (stereo unspecified)	5%	-7%	0.9%	-4%	8%
C/C(CC(=O)N(C(C)C)C(C)C)=N\NC(=O)c1ccccc1Br	1%	3%	i	7%	-1%
COc1ccccc1CNC(=O)C(NS(=O)(=O)c1ccc2c(c1)OCCO2)C(C)C (stereo unspecified)	1%	-1%	0.5%	-1%	-7%
Cc1ccc(NC(=O)c2ccc(Cl)c(S(=O)(=O)N3CCCCCC3)c2)nc1	-2%	0%	9.1%	-1%	3%
O=C(CCNC(=O)c1ccccc1)NN=Cc1ccc(Br)o1	5%	/	2.0%	-1%	12%
O=C1Nc2ccccc2S/C1=C\C(=O)N1CCCC1	-2%	3%	/	/	11%
CCC(C)NC(=O)C1CCN(S(=O)(=O)c2ccc(-n3cnnn3)cc2)CC1 (stereo unspecified)	-1%	2%	1.8%	1%	-9%
C=CCN1C(=O)/C(=C/c2cc(C)n(-c3ccccn3)c2C)C(=O)NC1=S	7%	-12%	0.7%	-4%	8%
COc1ccc(CCC(=O)OCC(=O)c2ccc[nH]2)cc1OC	2%	/	i	-3%	20%
COc1ccc(OC)c(N2C(=O)CC(Cc3cc(C)cc(C)c3)C2=O)c1 (stereo unspecified)	-3%	-9%	0.6%	2%	-6%
CC1(C2CC2)NC(=O)NC1=O (stereo unspecified)	-1%	2%	0.9%	1%	1%
Cc1cc(NC(=O)CCCn2nc(C)c([N+](=O)[O-])c2C)no1	5%	-2%	2.4%	-1%	6%
CCCCCC(=O)NC(NC(=S)NC1CCS(=O)(=O)C1)C(Cl)(Cl)Cl (stereo unspecified)	15%	-8%	i	-5%	21%

Further entries follow:
SMILES	M. tuberculosis HTS	Salmonella PhoP GFP	inhibitors of VEEV	H1N1 NS1A inhibition	M. tuberculosis	others
Cc1cc(C)cc(-n2c(C)nc3cc(C(=O)O)ccc32)c1	-2%	5%	0.2%	-7%	2%
CCC(C)c1ccc(C(C)NC(=S)NC2CCCCC2)cc1 (stereo unspecified)	19%	7%	6.0%	-9%	31%
Fc1ccc(-c2ccnc3nc(N4CCN(c5ccccc5)CC4)nn23)cc1	-23%	-3%	0.3%	-4%	1%
CCC(c1ccc(C)cc1)N1C(=O)C2C3CCC(O3)C2C1=O (stereo unspecified)	-2%	/	2.2%	2%	-18%
CN(CC(=O)O)Cc1oc(CO)cc(=O)c1O	/	/	1.1%	1%	/
COc1cc(/C=C(\C#N)C(=O)c2c(C)[nH]c3ccccc23)cc(OC)c1OC	1%	-7%	0.0%	2%	20%
O=[n+]1c2c(n([O-])c3ccccc31)CCCC2	-3%	-11%	1.4%	3%	-8%	inhibitors of VEEV 10K pilot screen=0.2
Cc1ccc(S(=O)(=O)N2CCCOC2CNC(=O)C(=O)NCCCn2ccnc2)cc1 (stereo unspecified)	7%	-1%	0.8%	4%	-14%
CCCNC(=O)NC(=O)CSc1ccc2c(c1)OCCO2	6%	1%	i	0%	65%

Compound activity from PubChem.

Hits appear at their usual frequency (roughly 1.5% active in at least one column).
